Giardia FBPA inh: qHTS Assay for Inhibitors of Fructose-1,6-bisphosphate Aldolase from Giardia Lamblia; A8B2U2; purified Giardia FBPA; Potency, µM (top dose mostly 59.6 µM), without a hit: at the top dose activity, negative = inhibition, actives largely listed as inhibitors; actives 0.71% (n = 290,000); AID 2451, 2010; further: potency means the concentration at half of the fitted maximal effect; nearly all actives have a fitted effect of over 55% in size
Target sequence (A8B2U2 whole entry, looked up): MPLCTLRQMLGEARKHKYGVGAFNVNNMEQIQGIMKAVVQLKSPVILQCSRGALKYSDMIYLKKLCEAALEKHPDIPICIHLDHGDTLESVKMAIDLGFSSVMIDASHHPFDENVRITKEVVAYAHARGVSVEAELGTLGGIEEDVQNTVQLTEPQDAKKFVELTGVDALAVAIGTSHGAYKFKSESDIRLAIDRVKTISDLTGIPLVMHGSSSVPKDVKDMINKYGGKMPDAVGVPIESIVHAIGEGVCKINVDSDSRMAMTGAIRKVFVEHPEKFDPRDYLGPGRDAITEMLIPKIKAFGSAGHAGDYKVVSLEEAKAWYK
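Giardia FBPA (40 nM reagent) was preincubated 10 min at RT with compound (up to 57.5 uM final), then substrate plus GAPDH/TPI/NAD/arsenate coupling system with diaphorase/resazurin was added; resorufin fluorescence (525/598 nm) was read after 20 min.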
HCMV antiviral: qHTS Assay for inhibitors of the human cytomegalovirus (HCMV); HFF cells, HCMV-luciferase reporter, 72 h; hits give low values; actives 4.5% (n = 410,000); activity change, negative = inhibition, % at 57.5 µM; AID 1259415, 2018; in the data active means activity change below about -60%; inconclusive means no clear call, values can overlap the other calls; inactive means above about -39%
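Luciferase read-out from HCMV-luciferase-infected HFFs (MOI 1 PFU/cell) 72 h post infection at 37C; compounds added after 16 h cell attachment; activity normalized between buffer-only basal and Salinomycin (10uM) inhibitor controls.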
AmpC detergent: qHTS Inhibitors of AmpC Beta-Lactamase (assay with detergent); P00811; AmpC hydrolysis of nitrocefin, absorbance 480 nm, 0.01% Triton; Potency, µM (titrated, usually from 114 µM), without a hit: at the top dose activity change, negative = inhibition, hits mostly inhibitors; actives 0.041% (n = 370,000); AID 485294, 2010;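 further: potency means the concentration at half of the fitted maximal effect; 0% = no-compound wells and -100% = no-enzyme wells; nearly all actives have a fitted effect of over 25% in size; some results filed as inactive show a strong effect at the top dose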
Target sequence (P00811 whole entry, looked up): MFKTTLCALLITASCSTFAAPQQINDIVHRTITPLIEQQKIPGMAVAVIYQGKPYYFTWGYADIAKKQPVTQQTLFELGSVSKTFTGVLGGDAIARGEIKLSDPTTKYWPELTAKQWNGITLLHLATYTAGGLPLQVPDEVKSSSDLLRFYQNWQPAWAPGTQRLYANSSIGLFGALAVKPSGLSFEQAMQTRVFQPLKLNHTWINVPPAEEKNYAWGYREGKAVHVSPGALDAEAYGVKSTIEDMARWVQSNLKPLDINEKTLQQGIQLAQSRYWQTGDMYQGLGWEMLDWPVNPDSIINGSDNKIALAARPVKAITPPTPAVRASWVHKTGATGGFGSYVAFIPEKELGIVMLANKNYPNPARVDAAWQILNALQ
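AmpC (5.3 nM in the dispensed reagent) in 20 mM phosphate pH 7.0 with 0.01% (detergent screen) or 0.0001% Triton X-100 was preincubated with compounds for 15 min at room temperature. Nitrocefin was then added from an 800 uM solution, and hydrolysis was followed at 480 nm.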
AmpC inh no detg: qHTS Inhibitors of AmpC Beta-Lactamase (assay without detergent) | AmpC nitrocefin hydrolysis, absorbance 480 nm, 0.0001% Triton | Potency, µM (top dose mostly 57.1 µM), inactives show top-dose activity change, negative = inhibition, actives largely listed as inhibitors | actives 0.52% (n = 330,000) | AID 485341, 2010;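 further: potency means the concentration at half of the fitted maximal effect; plate controls were no compound for no effect and no enzyme for full effect; nearly all actives have a fitted effect of over 20% in size; some results filed as inactive show a strong effect at the top dose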
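AmpC (5.3 nM in the dispensed reagent) in 20 mM phosphate pH 7.0 with 0.01% (detergent screen) or 0.0001% Triton X-100 was preincubated with compounds for 15 min at room temperature. Nitrocefin was then added from an 800 uM solution, and hydrolysis was followed at 480 nm.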
AMA1 RON2 block: qHTS for Inhibitors of AMA1-RON; Towards Development of Antimalarial Drug Lead: Primary Screen; Plasmodium falciparum AMA1 (3D7) - RON2 peptide interaction; AlphaScreen AMA1-biotinylated RON2 peptide binding; Potency, µM (series often up to 58.2 µM), inactives show at the highest dose activity change, negative = inhibition, most hits filed as inhibitors; AID 720542, 2013; actives 0.2% (n = 360,000);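 further: potency means the concentration at half of the fitted maximal effect; 0% = vehicle wells and -100% = peptide control; nearly all actives have a fitted effect of over 45% in size; some results filed as inactive show a strong effect at the top dose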
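AMA1 (3D7) with his tag at 25 nM final met compounds first, then biotinylated RON2 peptide at 25 nM; detection used donor plus acceptor beads, 10 µg/mL apiece, read by AlphaScreen after 30 min at room temperature.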
Sm TGR inh: qHTS Assay for the Inhibitors of Schistosoma Mansoni Peroxiredoxins; Schistosoma mansoni thioredoxin glutathione reductase (TGR), Q962Y6; purified TGR, DTNB reduction, TNB absorbance 405 nm; Potency, µM (highest dose often 114 µM), without a hit: at the highest dose activity change, negative = inhibition, most hits filed as inhibitors; actives 3% (n = 360,000); further: potency means the concentration at half of the fitted maximal effect; nearly all actives have a fitted effect of over 60% in size
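Kinetic colorimetric format: TGR-catalysed, NADPH-driven DTNB reduction monitored via TNB absorbance. Enzyme dispensed at 20 nM; compound exposure 15 min at room temperature before reaction start.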
* = called active by the depositor; ? = inconclusive; . = no result given; [ ] = dose if it differs, or a comment. Unless noted, the call rests on the fitted dose curve; in most records, active means well fitted curve in the direction sought with a large enough effect; inconclusive means small, poorly fitted or top-dose-only effect, or another doubt; inactive means no such curve, though single readings can be large; an effect the other way counts as inactive or inconclusive. Unless noted, on the % scale 0 is the no-effect control and ±100 the full control effect.

SMILES	Giardia FBPA inh	HCMV antiviral	AmpC detergent	AmpC inh no detg	AMA1 RON2 block	Sm TGR inh
Cc1csc(C(C#N)C(=O)c2ccc(S(=O)(=O)N3CCCC3)cc2)n1 (stereo unspecified)	-1%	-24	-5%	-23%	0%	8%
O=C1N[C@@H](Cc2ccccc2)COC(=O)[C@@H](Cc2ccc(F)cc2)CC/C=C/C[C@H]1CC(=O)N(CCO)Cc1ccccc1	.	-1	.	159%[activator]	-1%	.
Cc1ccsc1C(=O)C1CCCN(Cc2cccc(-n3cccn3)c2)C1 (stereo unspecified)	-7%	-39	-2%	18%	?	6%
O=S1(=O)N=C(Nc2nc3c(s2)CCCC3)c2ccccc21	-1%	55	?	-20%	45%[activator]	-29%
Cc1nn(C(CC(=O)O)C(=O)O)c(C)c1Br (stereo unspecified)	11%	-15	?	-8%	-3%	-1%
COc1ccccc1C(=O)Nc1nnc(CCc2ccccc2)s1	-7%	-31	?	121%[activator]	0%	-25%
O=C(CN1C2=NCCCN2c2ccccc21)c1ccc(Br)s1	10%	-22	-14%	5%	6%	25%
COc1ccc(/C=N/NS(=O)(=O)c2ccc(C)cc2)cc1OC(=O)c1ccc(C)cc1	-4%	24	-2%	-31%	-1%	-7%
COc1ccc(NC(=O)C2C3C=CC(C3)C2C(=O)NCc2ccco2)cc1 (stereo unspecified)	-1%	-29	6%	-13%	11%	?
COc1ccc(C2/C=C\CN(C(=O)C3CC3)[C@H](Cc3ccccc3)C(=O)N2Cc2ccc(F)cc2)cc1 (stereo partly specified)	-1%	.	5%	70%[activator]	-11%	-27%
O=C(/C=C/c1cccc(Cl)c1)NCc1ccccc1	1%	?	2%	-57%	15%	10%
CN(CC(=O)Nc1cc([N+](=O)[O-])ccc1Cl)Cc1ccc(Br)cc1	-2%	-13	3%	-22%	-14%	-4%
CCc1cccc(C)c1NS(=O)(=O)c1ccc2c(c1)CC(C)N2C(=O)C1CC1 (stereo unspecified)	.	-27	-1%	.	.	8%
COc1ccc2oc(C(=O)OCC(=O)N(C)CC(=O)Nc3ccc(C)cc3)c(C)c2c1	.	-29	?	27%	3%	-4%
COC(=O)c1ccccc1NC(=S)N1CCN(C2CCCCC2)CC1	7%	3	0%	1%	15%	23%
CCC(C(=O)NCc1ccco1)N(C(=O)CNS(=O)(=O)c1ccc(F)cc1)c1ccccc1F (stereo unspecified)	2%	-17	?	-4%	3%	45µM*
C=CCN(C(=O)c1cccc(S(=O)(=O)N2CCN(C)CC2)c1)c1nc(-c2ccccc2)cs1	-1%	-36	?	176%[activator]	-28%	0%
O=C(CCSc1ccccc1)Nc1nccs1	-2%	49	-2%	-30%	0%	-16%
Cc1ccccc1NS(=O)(=O)c1ccc(OCC(=O)NCc2cccnc2)cc1	4%	-26	-11%	-12%	6%	-1%
O=C(O)c1cccc(N2C(=S)N=C(Nc3ccccc3)C23CCCCC3)c1	-5%	-32	2%	-18%	-3%	.
O=C(c1ccccc1NS(=O)(=O)c1ccccc1)N1CCCCCC1	-7%	-8	-17%	-11%	-20%	2%
O=C(CCCOC(=O)c1cccnc1Cl)c1ccc(Br)cc1	.	-19	.	-22%	16%	.
COC(=O)COc1ccc(S(=O)(=O)Nc2ccc(C(N)=O)cc2)cc1C	28%	19	1%	-24%	-10%	-5%
CC(=O)c1cccc(NS(C)(=O)=O)c1	4%	1	4%	-12%	-4%	1%
Cc1cccc(C)c1OCc1cc(C(=O)N(Cc2nccn2C)C(C)C)no1	-10%	9	-10%	140%[activator]	-11%	3%
O=C(C1=C(O)C(=O)N(Cc2ccco2)C1c1ccccc1F)c1cccs1 (stereo unspecified)	14%	-12	0%	-24%	49%[activator]	0%[57.1 µM]
CC1(C)CC2(CC(c3ccccc3F)c3ccc(O)c(O)c3O2)NC(=S)N1 (stereo unspecified)	?	-16	-11%	-31%	50%[activator]	1.1µM*
Cc1ccc(-c2ccc(=O)n(Cc3cccc(Br)c3)n2)cc1	4%	-5	-12%	32%	2%	-1%
CC1(C)NC(=O)N(CC(=O)O)C1=O	5%	-20	6%	-8%	4%	-1%
CN(C)/C=C/C(=O)c1cnc2sccn2c1=O	-4%	1	-19%	-30%	-4%	-3%
O=C(NC(Cc1c[nH]c2ccccc12)C(=O)O)c1ccc(Br)cc1 (stereo unspecified)	18%	21	3%	-22%	-4%	-14%
CCOc1ccc(-n2c(SCC(=O)NCc3ccco3)nnc2-c2c[nH]c3ccccc23)cc1	4%	-20	?	1.4µM*	-1%	-11%
O=C(CCn1c(=O)c2ccccc2n(Cc2ccccc2)c1=O)NCc1ccc2c(c1)OCO2	6%	44	?	-12%	-8%	-1%
CC(C)c1ccc(OCc2nc(-c3ccccn3)no2)c(Br)c1	-3%	118	?	63%[activator]	24%	21%
Cc1onc(-c2c(Cl)cccc2Cl)c1NC(=O)NNc1ccccn1	-8%	16	-15%	-10%	-4%	3%
CCN1C(=O)CC(NCc2ccc(S(N)(=O)=O)cc2)C1=O (stereo unspecified)	3%	-5	3%	-18%	-6%	5%
Cc1ccc(-c2cc(C(=O)NCc3ccco3)c3ccccc3n2)o1	-9%	-28	?	-41%	-12%	18µM*
COc1cc2c(cc1OC)-c1c(OC)c(OC)cc3c1[C@H](C2)N(C)CC3	?	-32	?	-8%	-6%	-9%
O=C(OCc1cccc(C(F)(F)F)c1)c1ccc[nH]c1=O	1%	-29	?	-18%	-9%	-1%
COc1ccccc1-c1noc(CCCC(=O)Nc2cc(C)ccc2C)n1	.	-7	11%	.	.	10%
CCCc1cc(-c2nc(-c3ccc(Br)cc3)cs2)ccn1	-4%	-18	-11%	11%	20%	2%
CCOC(=O)c1cc2c(=O)n3ccccc3nc2n(CC(C)C)c1=NC(=O)C(C)Oc1ccccc1 (stereo unspecified)	.	-12	-1%	.	.	-12%
COc1ccc(CN2CCN(Cc3ccccc3C(F)(F)F)CC2)c(OC)c1	13µM*	?	0%	23%	?	0%
CC(C)(CSc1nncn1N)NS(=O)(=O)c1ccc(Cl)cc1	-5%	-36	?	-9%	0%	-9%
O=C(NC1CCCC1)c1cnn(-c2ccc(F)cc2F)c1C1CCNCC1	.	2	9%	.	.	-2%

4 compounds out of the list, arranged by heavy-atom count, smallest number first.
SMILES	Giardia FBPA inh	HCMV antiviral	AmpC detergent	AmpC inh no detg	AMA1 RON2 block	Sm TGR inh
CC(C)c1ccc(OCc2nc(-c3ccccn3)no2)c(Br)c1	-3%	118	?	63%[activator]	24%	21%
COc1cc2c(cc1OC)-c1c(OC)c(OC)cc3c1[C@H](C2)N(C)CC3	?	-32	?	-8%	-6%	-9%
CC1(C)CC2(CC(c3ccccc3F)c3ccc(O)c(O)c3O2)NC(=S)N1 (stereo unspecified)	?	-16	-11%	-31%	50%[activator]	1.1µM*
Cc1cccc(C)c1OCc1cc(C(=O)N(Cc2nccn2C)C(C)C)no1	-10%	9	-10%	140%[activator]	-11%	3%

Other entries follow:
SMILES	Giardia FBPA inh	HCMV antiviral	AmpC detergent	AmpC inh no detg	AMA1 RON2 block	Sm TGR inh
CN(C)C(CNc1ccc(S(C)(=O)=O)cc1[N+](=O)[O-])Cc1ccccc1 (stereo unspecified)	9%	-35	4%	2%	-2%	3%
CC(C)(Oc1ccc(Cl)cc1)C(=O)N1CCC(C(N)=O)CC1	-19%	-5	3%	-12%	-5%	22%
CC(=O)Nc1ccc(NC(=O)C2C3C=CC(C3)C2C(=O)O)cc1 (stereo unspecified)	-11%	40	-15%	-14%	12%	5%
COc1cccc(CSc2nc3ccccc3cc2C=O)c1	7%	-100*	7%	7%	19%	13%
CC(=O)c1ccc(Nc2nc3ccc(C)cc3n3cnnc23)cc1	3%	?	-3%	4%	19%	1%
CC(=O)Nc1cccc2c1C(=O)N(c1ccc(OC(C)=O)cc1)C2=O	-4%	18	3%	-7%	-1%	.
O=C(CC1NCCNC1=O)Nc1cccc([N+](=O)[O-])c1 (stereo unspecified)	-1%	22	-5%	-22%	6%	21%
O=C(Nc1ccc(F)c(F)c1)C(c1ccccc1)N1Cc2ccccc2C1=O (stereo unspecified)	.	?	19%	.	.	3%
Clc1ccc(OCCN2CCN(c3ncnc4sccc34)CC2)cc1	0%	?	-12%	153%[activator]	-6%	5%
CC(=O)Nc1ccc(NC(=O)C(C)OC(=O)c2ccc(-n3cnnn3)cc2)cc1 (stereo unspecified)	.	-27	?	1%	1%	-6%
O=[N+]([O-])c1cc(CN2CCOCC2)c2cccnc2c1O	15%	.	?	-22%	-11%	35µM*
CCOc1ccc(OCC)c(NC(=O)CN2CCC(NC(=O)c3cccc(F)c3)CC2)c1	2%	-31	-8%	36%	-13%	-9%
Cc1ccc(NC(=O)C2CC(Cl)=CCC2C(=O)O)c([N+](=O)[O-])c1 (stereo unspecified)	5%	-2	4%	-21%	0%	7%
Cc1cc(C)c(C)c(S(=O)(=O)N2CCC(C(=O)Nc3ccccc3N3CCOCC3)CC2)c1C	4%	-12	?	-23%	22%	-6%
Cc1ccccc1N1CCN(C2CCCN(C(=O)c3cnsn3)C2)CC1 (stereo unspecified)	5%	-18	-13%	58%	-2%	-26%
CC(NC(=O)c1ccc(F)cc1)C(=O)NC1=NCCS1 (stereo unspecified)	6%	-10	-7%	-19%	-23%	0%
Cc1cc2c(cc(C(=O)NCCCN3CCOCC3)n2Cc2ccc(Cl)cc2)o1	-3%	6	4%	190%[activator]	5%	35µM*
COC(=O)CCCc1nc2ccccc2s1	1%	10	-13%	0%	-4%	-20%
CC(C)N1CCC(=NNc2ccc([N+](=O)[O-])cc2S(=O)(=O)N2CCOCC2)CC1	-15%	-15	-6%	-13%	-12%	-28%
Cc1cc(C(=O)NNC(=S)NC(=O)/C=C/c2ccccc2Cl)n[nH]1	?	19	?	-40%	-43%	-27%
COc1cccc(NC(=O)CCC(=O)Nc2cc(OC)c(NC(=O)c3cccs3)cc2OC)c1	2%	-4	-13%	49%[activator]	-17%	-17%
CCOCCCNC(=O)c1cc2c(=O)n(C)c3ccccc3c2n1C	.	0	-10%	.	.	-2%

Two entries picked at random from those above, as already listed:
SMILES	Giardia FBPA inh	HCMV antiviral	AmpC detergent	AmpC inh no detg	AMA1 RON2 block	Sm TGR inh
CC(C)N1CCC(=NNc2ccc([N+](=O)[O-])cc2S(=O)(=O)N2CCOCC2)CC1	-15%	-15	-6%	-13%	-12%	-28%
Cc1cc2c(cc(C(=O)NCCCN3CCOCC3)n2Cc2ccc(Cl)cc2)o1	-3%	6	4%	190%[activator]	5%	35µM*
